# High-throughput results as filed in PubChem BioAssay.
# Mito fusion act – mitochondrial division inhibition or fusion activation. S. cerevisiae fusion-defective mutant growth rescue, CellTiterGlo 48 h. Potency, µM (top dose mostly 46.1 µM), for inactives: at the top dose growth rescue (activation), actives largely listed as activators. hit rate 0.23% among 320,000;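 further: potency means the concentration at half of the fitted maximal effect; % of control where 0% means no effect; nearly all actives have a fitted effect of over 45% in size; temperature-sensitive fusion mutants such as fzo1-1 at 37 °C on non-fermentable ethanol glycerol medium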
#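 Read-out: ATP-based luminescence (CellTiterGlo, 10 min ambient) reporting growth of fusion-defective ts yeast after 48 hours at 37C on glycerol/ethanol YPEG medium in the presence of compound.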
# Chronic BCR inh – chronic active BCR signaling inhibition | Potency, µM (highest dose often 46.1 µM), for the others: top-dose ratio change, negative = lower green/red ratio, hits mostly inhibitors | hit rate 0.05% among 340,000 | AID 493014 | ABC-DLBCL IkBa-CBG/CBR reporter, luminescence ratio, 4 h; active means well fitted inhibition curve with a large enough effect in the signal ratio, with a control signal flat, not every such curve was filed as active; inconclusive means small, poorly fitted or top-dose-only effect, or effect the other way, or a change in a side signal; the % refers to the signal ratio;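 further: potency means the concentration at half of the fitted maximal effect; plate controls were basal doxycycline-induced cells for no effect and cells given 10 µM MG132 for full effect; MG132 reads +100%, hits lower the ratio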
#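 Cell line TMD8 (human ABC DLBCL), stably expressing tet-inducible CBG68-IkBa fusion and CBR; IMDM/0.5% FBS; cpd up to 46 uM; dox induction, 4 h, 37C/5% CO2; dual luminescence; green/red ratio; MG132 control.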
# TCR act – T cell receptor activation; primary human leukocytes, anti-CD3, IL-2 HTRF, 48 h; Potency, µM (series often up to 9.22 µM), inactives show top-dose activation of IL-2 secretion, hits mostly activators; 330,000 tested, under 10 active; further: % of control where 0% means no effect
#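 Primary human leukocytes incubated 48 hr with anti-CD3 beads plus compound, without co-stimulation. Secreted IL-2 measured by HTRF (europium cryptate/d2 anti-IL-2 pair, 320 nm excitation, 665 nm emission).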
# USP2a block – inhibitors of human ubiquitin-specific protease USP2a. USP2 core, Ub-CHOP2 coupled fluorogenic reporter, 485/531. hit rate 0.01% among 330,000. AID 463254. O75604. Potency, µM (doses to about 38.3 µM), for the others: top-dose activity change, negative = inhibition, most hits filed as inhibitors;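 further: potency means the concentration at half of the fitted maximal effect; plate controls were DMSO wells for no effect and full inhibition by NEM control for full effect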
#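 Deubiquitinase activity read as fluorescence (485/531 nm) after Ub-CHOP2 cleavage activates the enterokinase reporter on its substrate; USP2 core 10nM, Ub-CHOP2 and substrate 25nM each, 30min compound preincubation then 60min RT; data normalized to NEM, curves fitted.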
# Tb PFK block – inhibitors of T. brucei phosphofructokinase | O15648 | T. brucei PFK, ADP-Glo luminescence | Potency, µM (doses to about 57.5 µM), inactives show at the highest dose activity, negative = inhibition, actives largely listed as inhibitors | hit rate 0.17% among 330,000 | AID 485367;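 further: potency means the concentration at half of the fitted maximal effect; 0% = uninhibited 1x PFK enzyme wells and -100% = no-enzyme wells; nearly all actives have a fitted effect of over 60% in size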
#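 1.25 nM PFK with 0.5 mM F6P and 0.1 mM ATP in 0.1 M TEA pH 8.0, 5 mM MgCl2, incubated 45 min at room temperature; ADP measured by ADP-Glo luminescence; compounds titrated up to 57 uM.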
# Eya2 phos inh – Eya2 (human) phosphatase inhibition; hit rate 0.006% among 330,000; AID 488837; Potency, µM (highest dose often 76.9 µM), inactives show at the highest dose activity, negative = inhibition, hits mostly inhibitors; O00167; recombinant Eya2, OMFP fluorescence dephosphorylation (OMFP is methylfluorescein phosphate); further: potency means the concentration at half of the fitted maximal effect; on the % scale 0 is the no-effect control and ±100 the full control effect
#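 Eya2 protein (added as 0.2 uM solution) was preincubated with compound for 10 min at ambient temperature in 50 mM HEPES pH 7.5, 50 mM NaCl, 5 uM MgCl2, 0.05% BSA, 1 mM DTT. OMFP (added at 50 uM) then reacted 10 min; fluorescence read at 485/525 nm.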
# TSG101-PTAP inh – blocks PTAP/TSG101 interaction to inhibit HIV-1 budding | 340,000 tested, under 10 active | Potency, µM (doses to about 115 µM), without a hit: top-dose activity change, negative = inhibition, most hits filed as inhibitors | Fluorescence polarization, FITC-PTAP peptide / Tsg101 binding | AID 493005; active means well fitted inhibition curve with a large enough effect in the main read-out, with a control signal flat, not every such curve was filed as active; inconclusive means small, poorly fitted or top-dose-only effect, or effect the other way, or a change in a side signal; inactive means no such curve, though single readings can be large or run the other way; further: potency means the concentration at half of the fitted maximal effect; % of control where 0% means no effect
# Target sequence (Q99816 whole entry, looked up): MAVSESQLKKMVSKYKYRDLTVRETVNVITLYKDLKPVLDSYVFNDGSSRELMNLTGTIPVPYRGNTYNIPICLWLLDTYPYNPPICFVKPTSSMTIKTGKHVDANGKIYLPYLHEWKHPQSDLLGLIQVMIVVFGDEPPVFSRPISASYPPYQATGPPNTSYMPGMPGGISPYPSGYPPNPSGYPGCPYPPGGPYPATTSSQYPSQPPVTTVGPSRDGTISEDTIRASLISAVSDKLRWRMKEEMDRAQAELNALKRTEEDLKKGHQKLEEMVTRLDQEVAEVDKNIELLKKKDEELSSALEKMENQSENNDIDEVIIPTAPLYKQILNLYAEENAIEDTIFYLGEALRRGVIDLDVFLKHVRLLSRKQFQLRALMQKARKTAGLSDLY
#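 Steps: Tsg101 binding domain dispensed (10 uM final), compounds pinned in DMSO, FITC-labeled PTAP-motif peptide added (50 nM final); after 20 min binding at room temperature, polarization measured.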
# B2AR arrestin – agonists driving beta-arrestin recruitment to human beta2-adrenergic receptor; P07550; beta-arrestin recruitment to beta2AR, cell-based reporter; Potency, µM (top dose mostly 46.1 µM), for the others: top-dose activation, actives largely listed as activators; hit rate 0.02% among 330,000; AID 492947;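 further: potency means the concentration at half of the fitted maximal effect; 0% = DMSO controls and full agonism = EC100 isoproterenol or metaproterenol; nearly all actives have a fitted effect of over 65% in size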
# Target sequence (P07550 whole entry, looked up): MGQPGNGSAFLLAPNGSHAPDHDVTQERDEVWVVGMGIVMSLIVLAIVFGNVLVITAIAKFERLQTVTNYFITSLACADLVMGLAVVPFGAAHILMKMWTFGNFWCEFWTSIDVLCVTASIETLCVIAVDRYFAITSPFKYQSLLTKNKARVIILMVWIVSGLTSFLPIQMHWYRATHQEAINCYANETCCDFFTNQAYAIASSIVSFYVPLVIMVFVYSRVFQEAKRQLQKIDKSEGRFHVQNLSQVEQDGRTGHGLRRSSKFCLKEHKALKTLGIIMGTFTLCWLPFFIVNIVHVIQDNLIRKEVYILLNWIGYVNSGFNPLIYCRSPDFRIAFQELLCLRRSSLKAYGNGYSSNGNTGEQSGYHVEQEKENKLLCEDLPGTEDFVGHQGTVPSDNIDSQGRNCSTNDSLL
# TSHR antagonist – antagonists of human thyroid stimulating hormone receptor; P16473; AID 504810; hit rate 0.2% among 330,000; activity change, negative = inhibition, % at 11.5 µM; TSHR-expressing cells, TSH-stimulated cAMP HTRF, 2 h; active compounds read low;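 active means activity change below a set negative limit, meaning inhibition stronger than a set level, cut at about -70% in these data; inconclusive means activity change between two set negative limits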; further: on the % scale 0 is the no-effect control and ±100 the full control effect
#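 Freshly harvested TSHR cells receive pin-tooled compound, then EC80 TSH at 4nM final. After 2 hours at 37 deg C, antibody in lysis buffer and cAMP-d2 are added; 30 minutes at ambient temperature precede the HTRF read.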
# ELG1 DNA repair – blocks ELG1-dependent DNA repair in HEK293T cells. Potency, µM (titrated, usually from 46.1 µM), for inactives: at the highest dose activity change, negative = inhibition, actives largely listed as inhibitors. hit rate 2.3% among 330,000. HEK293T ELG1-luciferase reporter, luminescence, 16 h; DNA damage induced by 5-fluorouridine. AID 504467; further: potency means the concentration at half of the fitted maximal effect; on the % scale 0 is the no-effect control and ±100 the full control effect; nearly all actives have a fitted effect of over 55% in size
#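 DMSO vehicle served as the neutral condition. Each well held 2,000 cells given 5-fluorouridine plus compound; after 16 hr at 37 °C/5% CO2, ONE-Glo was added and luciferase measured 30 min later.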
# uPA surface inh – blocks generation of uPA at the cell surface; cell surface uPA generation assay, qHTS; Potency, µM (highest dose often 38.3 µM), inactives show at the top dose activity change, negative = inhibition, usual class: inhibitors; hit rate 0.31% among 330,000; active means well fitted inhibition curve with a large enough effect; inconclusive means small, poorly fitted or top-dose-only effect; inactive means no such curve, though single readings can be large or run the other way; tested in mouse RAW 264.7 cells; further: potency means the concentration at half of the fitted maximal effect; on the % scale 0 is the no-effect control and ±100 the full control effect; nearly all actives have a fitted effect of over 55% in size
# Active calls of the source: *; u = inconclusive; x = no result given; [ ] = remark or other dose. Unless noted, the call rests on the fitted dose curve; in most records, active means well fitted curve in the direction sought with a large enough effect; inconclusive means small, poorly fitted or top-dose-only effect, or another doubt; inactive means no such curve, though single readings can be large; an effect the other way counts as inactive or inconclusive.
structure,Mito fusion act,Chronic BCR inh,TCR act,USP2a block,Tb PFK block,Eya2 phos inh,TSG101-PTAP inh,B2AR arrestin,TSHR antagonist,ELG1 DNA repair,uPA surface inh
CC(=O)NS(=O)(=O)c1ccc(NC(=O)c2ccc(-n3nc(C)cc3C)cc2)cc1,-7%,16%,2%,4%,3%,-2%,-2%,0.0%,9,u,2%
CCC(C)c1ccc(S(=O)(=O)N2CCN(CC(O)COCC3CCCO3)CC2)cc1 (configuration not stated),11%,0%,4%,0%,-3%,36%,2%,0.2%,0,-5%,2%
COc1ccc(Cl)cc1NC(=O)CN(C)CC(=O)NCc1cccs1,-3%,-9%,x,3%,-3%,-16%,-5%,0.1%,19,-2%,u
N=c1c2ccccc2nnn1-c1cccc(C(F)(F)F)c1,-2%,u,9%,2%,0%,15%,0%,0.0%,4,1%,4%
O=C(COc1ccccc1F)N1CCc2ccccc2C1,-4%,-11%,-1%,-5%,3%,-2%,-8%,-0.2%,0,11%,-10%
Cc1nc(NC(=O)/C=C/c2ccccc2)sc1C(=O)Nc1cccc(Cl)c1,-1%,u,2%,0%,1%,15%,-1%,0.1%,1,-1%,2%
CC(=O)NC(c1ccc([N+](=O)[O-])cc1)c1c(O)ccc2ccccc12 (configuration not stated),10%,6%,14%,2%,-2%,-2%,-5%,-0.3%,-3,17%,-1%
CN(CC(O)COc1ccc2ccccc2c1)C1CCCCC1 (configuration not stated),-18%,-10%,x,0%,1%,8%,-3%,-0.8%,2,-20%,-5%
CC(=O)c1ccc(S(=O)(=O)NCCC(=O)OCC(=O)N2CCCC2=O)cc1,0%,-2%,8%,3%,6%,11%,-2%,-0.4%,-1,14%,1%
NC(=O)C1(C(N)=O)OC1c1ccccc1 (configuration not stated),-1%,-4%,-4%,1%,-1%,-11%,-3%,-1.0%,4,u,7%
O=C(N/N=C/c1ccc(O)cc1)/C(=C/c1ccccc1)CCO,-1%,-12%,4%[46.1 µM],4%,11%,-19%,0%,0.0%,6,11%,4%
Cc1nc2nc(SCc3ccc([N+](=O)[O-])cc3)[nH]c2cc1Br,1%,5%,5%,3%,-1%,2%,-1%,-0.3%,-3,3%,-19%
COc1ccc(CCC(=O)NCCS(=O)(=O)N2CCN(c3ccccc3)CC2)cc1,3%,-7%,-5%,-3%,0%,-5%,-9%,-0.6%,-1,-7%,11%
O=C(CO/N=C/c1cccc([N+](=O)[O-])c1)NC1CCCCCC1,7%,0%,10%,1%,11%,8%,3%,-0.6%,-2,10%,13%
CCCn1c(=O)c(C(=O)NCCc2ccc(Cl)cc2)c(O)c2ccccc21,6%,-1%,-1%,4%,2%,-6%,-2%,-0.8%,2,-1%,6%
COc1ccc(S(=O)(=O)NCc2cccnc2)cc1NC(=O)c1ccc(C)cc1,1%,-1%,8%,-2%,-9%,-33%,-2%,0.0%,1,u,-3%
O=C(c1cc(C2CC2)nn1-c1ccccc1)N1CCN(Cc2c(F)cccc2Cl)CC1,28%,-1%,-4%,2%,-4%,-8%,0%,0.3%,-20,u,11%
COc1ccc2cc(C#N)c(Cl)nc2c1,-1%,14%,-5%,2%,4%,0%,-3%,0.0%,9,3%,-3%
Cc1cc(C(=O)CSc2nnc(-c3ccco3)o2)c(C)n1Cc1ccco1,-1%,3%,-22%,1%,-24%,-8%,-3%,-0.2%,-8,24%,3%
CC(C(=O)NCc1ccccc1)N(CCN1CCOCC1)C(=O)c1snc(C(N)=O)c1N (configuration not stated),1%,-3%,x,1%,-1%,2%,x,0.2%,-3,6%,x
CC(=O)Nc1ccc(S(=O)(=O)Nc2ccc(F)c([N+](=O)[O-])c2)cc1,-8%,-3%,0%,-1%,3%,2%,-8%,0.2%,-5,-3%,-2%
Cc1ccc(N(C)S(=O)(=O)c2ccc3c(c2)CC(C)N3C(=O)C2CC2)cc1 (configuration not stated),27%,12%,1%,-11%,0%,-5%,-9%,0.2%,-9,u,7%
Cc1cc(C)nc(Nc2ccccc2Br)n1,-2%,-16%,0%,-2%,-1%,0%,-3%,-0.7%,-2,0%,1%
CC(C)C(NS(=O)(=O)c1cccs1)C(=O)N(C)Cc1ccccc1 (configuration not stated),-4%,5%,x,0%,5%,-19%,-6%,0.1%,2,-3%,-5%
COc1cccc(NC(=O)C(=O)NCC(c2ccco2)N2CCc3ccccc3C2)c1 (configuration not stated),1%,2%,0%,-3%,9%,11%,1%,0.2%,0,-3%,-1%

# Later entries
structure,Mito fusion act,Chronic BCR inh,TCR act,USP2a block,Tb PFK block,Eya2 phos inh,TSG101-PTAP inh,B2AR arrestin,TSHR antagonist,ELG1 DNA repair,uPA surface inh
Cc1ccc(C)c(N2CCN(C(=O)Cn3ncc4c([nH]c5ccc(C)cc54)c3=O)CC2)c1,-6%,1%,-3%,4%,-1%,1%,4%,-0.1%,-5,u,4%
Cc1ccc(NC(=O)c2ccc3nsnc3c2)c(Cl)c1,6%,2%,3%,-1%,1%,-14%,1%,0.0%,-20,u,u
CCN(CC(=O)NCc1cccs1)S(=O)(=O)c1cccc(C(C)=O)c1,1%,2%,-2%,0%,0%,-7%[15.4 µM],-2%,0.1%,-10,-15%,0%
CCCC1(C(=O)OC)NC(c2cccc(F)c2)C2C(=O)N(CC)C(=O)C21 (configuration not stated),-1%,7%,x,4%,2%,15%,1%,-0.2%,0,-4%,3%
COC(=O)c1ccc(C(=O)NC2CCCc3c2cnn3-c2ccc(C)c(C)c2)cc1 (configuration not stated),-3%,0%,-8%,3%,-10%,-13%,-6%,0.3%,-11,-3%,-9%
Nn1c(SCC(=O)NCC2CCCO2)nnc1-c1cc(Cl)ccc1Cl (configuration not stated),3%,-9%,-1%,1%,1%,-7%,-3%,-0.7%,9,13%,-1%
Cn1c(N)c(C(=O)COC(=O)c2ccc(Cl)nc2)c(=O)n(C)c1=O,-3%,-6%,0%,-1%,0%,4%,-1%,-0.2%,4,11%,-1%
COC(=O)C1=C(C)N(c2cc(C)cc(C)c2)/C(=C/c2ccco2)C1=O,-4%,u,-13%,-5%,-24%,-11%,0%,-0.1%,-10,u,4%
O=C(c1ccc(F)cc1)N1CCN(c2ncccn2)CC1,0%,1%,x,0%,0%,-13%,-2%,-2.0%,1,4%,2%
Cn1c(SCC(=O)c2ccccc2)nnc1C1CC1,-4%,u,2%,-1%,-2%,11%,-3%,-0.7%,4,u,5%
COc1ccc(NC(=O)CSc2nnc(-c3ccccc3C)n2C)cc1,3%,4%,1%,-3%,-3%,3%,-2%,-0.3%,4,u,x
COc1ccc(NC(=O)c2ccc3[nH]c(C)c(C)c3c2)c(OC)c1,13%,-10%,1%,2%,3%,-2%,-5%,-0.2%,4,0%,7%
COc1ccc(NC(=O)CSCC(=O)Nc2cccc(S(=O)(=O)N3CCCCCC3)c2)cc1,-2%,-12%,-2%,-5%,3%,-18%,-1%,-0.5%,-6,-16%,-12%
COc1cc(/C=N/Nc2ccc3ccccc3c2)ccc1OC(=O)c1ccco1,7%,-7%,-3%[46.1 µM],-1%,0%,5%,17%,-0.4%,1,u,-3%
CC(CC(=O)OCC(=O)NC1CCS(=O)(=O)C1)c1ccccc1 (configuration not stated),x,1%,1%,6%,1%,2%,1%,-1.1%,-10,11%,2%
COc1ccc(C2C(C(=O)N3CCN(c4ccc(OC)cc4)CC3)c3ccccc3C(=O)N2C)cc1 (configuration not stated),-6%,1%,-2%,1%,14%,-4%,-2%,-0.5%,-4,u,5%
CN1C(=O)C(C)(C)c2cc(S(=O)(=O)N3CCC(C(=O)NCc4ccc(F)cc4)CC3)ccc21,-4%,18%,-2%,1%,-4%,11%,-3%,0.5%,17,17%,5%
COC(=O)c1ccc(C)c(NC(=O)c2ccc(CN3CCc4ccccc4C3)cc2)c1,-1%,2%,3%,1%,-1%,1%,-3%,3.0%,2,u,4%
Cc1ccc(C(=O)/C=C/c2ccc(-c3ccc(C)cc3)o2)cc1,2%,-1%,1%,5%,1%,-16%,3%,-0.4%,6,24%,-1%
CCOc1ccccc1NC(=S)NCc1ccccc1,-12%,u,3%,1%,-3%,12%,-2%,-0.5%,11,-2%,-2%
